Source: PubChem
aSyn tox rescue: qHTS of alpha-syn Inhibitors: NCGC Sytravon Library Screen. S. cerevisiae alpha-synuclein toxicity rescue, BacTiter-Glo growth, 24 h. Potency, µM (titrated, usually from 46.1 µM), for inactives: at the highest dose growth rescue (activation), most hits filed as activators. 0.02% of 94,000 active; active = well fitted activation curve with a large enough effect; inconclusive = small, poorly fitted or top-dose-only effect; note: 0% is about no effect
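Growth restoration measured by BacTiter-Glo luminescence after 24 hr at 30 deg C; alpha-synuclein yeast, raffinose-pregrown to mid-log, were added at OD600=0.02 in galactose medium onto pinned compounds.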
An asterisk follows results filed as active; ? = inconclusive; [ ] = remark or other dose. Potency is the fitted concentration of half-maximal effect. Not all compounds are listed. The share of hits here may be higher or lower than overall.

Molecule,aSyn tox rescue
CSc1ccc(-c2nc3ncccn3c2Nc2ccc(C)c(C)c2)cc1,4%
COc1ccc2c(c1)NC(c1ccc(Cl)cc1)=NC(c1cccs1)=N2,-30%[inhibitor]
CC1C(=O)N(Cc2cn(Cc3ccco3)nn2)CCS(=O)(=O)N1Cc1ccc(-c2ccccc2)cc1 (stereo not given),23%
CC(OC(=O)CSc1ccc([N+](=O)[O-])cc1)C(=O)NCc1ccccc1 (stereo not given),-5%
O=C(CN(CC1CCCO1)C(=O)CNS(=O)(=O)c1ccc(F)cc1)NCc1ccccc1 (stereo not given),-14%
COc1cccc(NC(=O)Cn2c(=O)n(-c3ccccc3)c(=O)c3c2c2cc(OC)ccc2n3C)c1,-5%
CCOc1ccccc1NC(=O)c1ccccc1NC(=O)c1ccco1,0%
COc1cccc(-n2ccnc2SCC(=O)Nc2ccc(Cl)c(Cl)c2)c1,-22%
Cc1ccc(S(=O)(=O)NCC(=O)N2CCN(S(=O)(=O)c3ccc(Cl)cc3)CC2)cc1C,1%
Cc1cc(C)cc(N=c2c([N+](=O)[O-])nn(-c3ccc4c(c3)OCCO4)n2O)c1,-3%
COc1ccc(/C=C/C(=O)OCc2cc(=O)n3c(n2)sc2ccccc23)cc1,1%
CCc1ccc2oc(C(=O)Nc3ccccc3C(=O)OC)cc(=O)c2c1,-3%
Cc1cc(C)cc(OCC(=O)NCC(c2ccc(Cl)cc2)N2CCCCC2)c1 (stereo not given),9%
Cc1ccccc1OCCSc1nnc(-c2cccs2)o1,7%
CCOC(=O)Cc1c(C)nc2c(-c3ccc(OC)c(OC)c3)c(C)nn2c1C,-9%
CC(C)NCc1cccc([N+](=O)[O-])c1,-14%
O=C(Nc1cccc(-c2cccc(Cl)c2)c1)C1CCN(Cc2nccs2)CC1,-7%
CC(C)CCNC(=O)CCCN1C(=O)c2ccccc2Sc2ncccc21,-4%
CCOc1ccc(CCNS(=O)(=O)c2c(C)nc3scc(C)n3c2=O)cc1OCC,-15%
COc1ccc(-c2nc(CS(=O)CC(=O)NCc3ccccn3)c(C)o2)cc1 (stereo not given),-7%
CCOC(=O)CSc1nc2ccccc2c(=O)n1-c1ccc(C(=O)NCCOC)cc1,-1%
O=C1NC(=O)C2(CCCc3ccc([N+](=O)[O-])cc32)N1 (stereo not given),2%
Cc1ccc(S(=O)(=O)C(CNC(=O)c2c(F)cccc2F)c2ccco2)cc1 (stereo not given),-2%
CCCCNC(=S)Nc1cc(S(=O)(=O)N2CCCCC2)ccc1C,-7%
CN1C(=O)C2(c3ccccc31)N(c1ccc(F)c(Cl)c1)C(=O)CS2(=O)=O (stereo not given),0%
CCOc1ccc(CCNC(=O)Cc2ccc(NC3=NC4CS(=O)(=O)CC4S3)cc2)cc1 (stereo not given),0%
COc1ccc(S(=O)(=O)N2CCC(C(=O)N3CCCC3)CC2)cc1C,6%
COc1cccc(-c2ccc3c(N)c(C(=O)Nc4cc(C(F)(F)F)ccc4OC)sc3n2)c1,-8%
O=C(CCCN1C(=O)c2cccnc2Oc2ccc(Cl)cc21)NCc1ccc(F)cc1,5%
COc1cc(Cc2cc(OC)c(O)c(OC)c2)cc(OC)c1O,1%
Cc1ccc(-n2ccnc(NCCc3ccc(S(N)(=O)=O)cc3)c2=O)cc1C,3%
O=CN1CCN(C(=S)Nc2ccc(OC(F)F)cc2)CC1,5%
COc1ccc(-c2cc3nc(-c4ccccc4)cc(N4CCN(C(=O)c5ccsc5)CC4)n3n2)cc1,-9%
CC(C)(CC(=O)O)CC(=O)NCc1c(Cl)cccc1Oc1ccccc1,0%
O=C(/C=C\c1ccccc1)Nc1ccc(NC(=O)c2ccco2)cc1,-8%
COc1ccc(C(=O)NCC(c2cccnc2)N2CCN(c3ccc(F)cc3)CC2)cc1OC (stereo not given),-2%
Cc1ccc(C(=O)NC(C)c2ccc(C)c(C)c2)s1 (stereo not given),-2%
COc1ccc(C2NN=C(c3c[nH]c4ccccc34)C2O)cc1 (stereo not given),5%
Cc1ccc(-c2csc(Cc3nc(-c4ccc5c(c4)CCC(=O)N5)cs3)n2)cc1,2%
C[C@@H]1CN([C@H](C)CO)C(=O)CCCn2nncc2CO[C@@H]1CN(C)S(=O)(=O)c1ccc(F)cc1,10%
Cc1cccc(-n2cnc3cc(C(=O)NCc4ccccc4Cl)ccc32)c1,?
O=C1CC(c2nnc(Cc3ccccc3Cl)o2)CN1c1ccccc1 (stereo not given),2%
CC(=O)c1ccc(OCCCC(=O)NC(C)c2ccc(S(N)(=O)=O)cc2)cc1 (stereo not given),2%
CCOc1ccccc1N1CC(c2nc3ccccc3n2CCCOc2ccc(OC)cc2)CC1=O (stereo not given),-3%
Cc1ccc2onc(CC(=O)Nc3cc(F)ccc3F)c2c1,0%
COC(=O)c1ccc(NC(=O)C2CCN(c3ncnc4c3nc3n4CCCCC3)CC2)cc1,1%
C[C@@H]1CN([C@@H](C)CO)C(=O)c2c(c3ccccc3n2C)-c2ccccc2CO[C@H]1CN(C)C(=O)[C@H](C)c1ccccc1,4%
O=C(NCc1ccccc1)c1nn(-c2ccccc2)nc1CO,-4%
Cc1ccc(CNC(=O)C2CCN(C(=O)c3ccc(-n4ccc5ccccc54)s3)CC2)cc1,3%
Cc1cccc(CC(=O)N2CC(=O)Nc3ccc(F)cc3C2c2ccccc2)c1 (stereo not given),9%
CCOC(=O)c1c(N)n(-c2cccc(C)c2C)c2nc3ccccc3nc12,5%
COc1ccc(-c2ccc(CN3C(C(C)C)C(=O)N(Cc4cn(CC5CCCCC5)nn4)CCS3(=O)=O)cc2)cn1 (stereo not given),-7%
CC(C)C(=O)N=c1sc2cc(F)cc(F)c2n1C,6%
Cc1[nH][nH]c(=O)c1N=Nc1ccc(Br)c(Cl)c1,3%
COc1ccc(S(=O)(=O)NCCSc2nnnn2-c2ccccc2)cc1,-4%
Cc1ccc2oc(-c3ccc(NC(=O)c4cccc(F)c4)c(C)c3)nc2c1,-12%
COc1ccc(N2CCN(c3ccc(-c4nc(-c5cccc(C)c5)no4)cc3[N+](=O)[O-])CC2)cc1,-8%
Cn1c(=O)c2sccc2n2c(CCCC(=O)Nc3ccc(Oc4ccccc4)cc3)nnc12,9%
Cc1ccc(NS(=O)(=O)c2ccc3c(c2)NC(=O)CCS3)cc1F,1%
Cc1ccc([C@H]2C[C@@H](n3cc(-c4ccc(F)cc4)nn3)[C@H](O)CN2Cc2cccs2)cc1,3%

Of the compounds above, 8 contain two or more sulfur atoms.
Molecule,aSyn tox rescue
Cc1ccc(S(=O)(=O)NCC(=O)N2CCN(S(=O)(=O)c3ccc(Cl)cc3)CC2)cc1C,1%
Cc1ccccc1OCCSc1nnc(-c2cccs2)o1,7%
CCOc1ccc(CCNS(=O)(=O)c2c(C)nc3scc(C)n3c2=O)cc1OCC,-15%
CCCCNC(=S)Nc1cc(S(=O)(=O)N2CCCCC2)ccc1C,-7%
CCOc1ccc(CCNC(=O)Cc2ccc(NC3=NC4CS(=O)(=O)CC4S3)cc2)cc1 (stereo not given),0%
Cc1ccc(-c2csc(Cc3nc(-c4ccc5c(c4)CCC(=O)N5)cs3)n2)cc1,2%
COc1ccc(S(=O)(=O)NCCSc2nnnn2-c2ccccc2)cc1,-4%
Cc1ccc(NS(=O)(=O)c2ccc3c(c2)NC(=O)CCS3)cc1F,1%

Additional results
Molecule,aSyn tox rescue
COc1ccc(NC(=S)Nc2cnc3ccccc3c2)c(OC)c1,5%
O=C(c1cc(-c2ccc(Br)cc2)on1)N1CCOCC1,2%
COc1ccccc1Nc1nn2c(=O)c3ccc(C(=O)NCc4cccs4)cc3nc2s1,-8%
Cc1ccc(NC(=O)CSc2ncnc3c2sc2ccccc23)cc1C,-3%
O=C(Cn1nc(Cc2cccnc2)c2ccccc2c1=O)Nc1ccccc1F,4%
COC(=O)c1ccccc1NC(=O)Cn1c(=O)n(CCCCC(=O)NCc2ccc3c(c2)OCO3)c(=O)c2ccccc21,7%
COc1ccc(Nc2ncnc3scc(-c4ccc(F)cc4)c23)cc1,-13%
CC1=C(C(=O)O)N2C(=O)C(NC(=O)c3c(F)cccc3F)C2SC1 (stereo not given),5%
COc1cccc(C(=O)Nc2ccccc2-c2nnc(-c3cccc(OC)c3)o2)c1,-17%
Cc1sc2nc(CC(=O)NN)[nH]c(=O)c2c1C,-5%
FC(F)(F)c1cc(Nc2nc3ccccc3c3nncn23)ccc1Cl,3%
Cc1ccc(-n2nc(C(=O)NCCN(C)C)c(=O)n(C)c2=O)cc1,1%
Cc1cc(C)c(NC(=O)CCN2CCCCC2)c(C)c1,-2%
O=C(O)C1C2CC2CN1C(=O)c1ccc(Cl)cc1 (stereo not given),-5%
CCOc1ccc(S(=O)(=O)N2CCN(c3cc(Cl)ccc3Cl)CC2)c2ccccc12,1%
O=C(COC(=O)c1cnccn1)NCCc1ccc(Cl)cc1,6%
CC(C)OC(=O)N(C)C[C@@H]1OCc2cn(nn2)CCCC(=O)N([C@@H](C)CO)C[C@H]1C,8%
N#Cc1ccccc1NC(=O)C(=O)NCC(c1ccc2c(c1)OCO2)N1CCN(c2ccccc2)CC1 (stereo not given),0%
CC1CCN(c2cc3c(cc2F)c(=O)c(S(=O)(=O)c2ccc(Cl)cc2)cn3C)CC1,-6%
COc1ccc(C(=O)Nc2cccc(-c3cn4ccsc4n3)c2)cc1OC,1%
COc1ccc(-c2ccc(CN3C(C)C(=O)N(Cc4cn(Cc5ccco5)nn4)CCS3(=O)=O)cc2)cc1 (stereo not given),2%
CCCn1nc(C(=O)Nc2ccc3nc(N4CCOCC4)sc3c2)ccc1=O,3%
Cc1ccc(-n2c(=O)c3c(c4cc(C)ccc4n3C)n(CC(=O)Nc3cc(C)cc(C)c3)c2=O)cc1,-7%
COc1ccc(OC)c(NC(=O)c2cc(C3CC3)nc3c2c(C)nn3-c2ccc(C)cc2)c1,3%
O=C1NN(c2cccc(Br)c2)C(=O)/C1=C/c1ccc(-c2cc([N+](=O)[O-])ccc2O)o1,-17%
CCOC(=O)c1c(-c2ccc(C)cc2)csc1NC(=O)c1cc(-c2ccc(OC)cc2)on1,-9%
O=C(Nc1cccc(S(=O)(=O)N2CCCCC2)c1)c1cc([N+](=O)[O-])ccc1N1CCOCC1,-3%
O=C(CCn1ccc2cc(S(=O)(=O)N3CCCC3)ccc21)NCc1cccc(F)c1,-4%
Cc1ccc(NC(=O)C2C3C=CC4(O3)C2C(=O)N(CCCN2CCCC(C)C2)C4C(=O)NC2CCCCC2)cc1 (stereo not given),3%
CN(CC(=O)Nc1ccc(F)cc1)C(=O)COC(=O)/C=C/c1cccs1,9%
Cn1cc(C(=O)NCCc2ccccc2)c(=O)c2cc(S(=O)(=O)N3CCCCC3)ccc21,1%
CCc1cccc(C)c1NC(=O)CSc1nc2c(c(=O)[nH]1)CCC2,-9%
CC(C)(O)C(=O)NNC(=S)Nc1ccc(F)c(Cl)c1,2%
Cc1ccc(Cl)cc1NC(=O)c1ccc2snnc2c1,6%
Cc1cc(C)cc(NC(=O)Nc2ccc(-n3ccc(C(F)(F)F)n3)cc2)c1,5%
CCN(CC)CCCNC(=O)Cn1nc(N2CCN(c3ccccc3OC)CC2)ccc1=O,-13%
Cc1c(C(=O)Nc2ccncc2)sc2nc(-c3ccccc3)cn12,-7%
O=C(/C=C/c1ccccc1)Nc1cc(-c2nc3ccccc3o2)ccc1Cl,-8%
Cc1cc(NC(=O)c2noc3c2CCCC3)nn1Cc1ccc(Cl)cc1,10%
Cc1nc([N+](=O)[O-])c(Br)n1CC(=O)c1ccc(F)cc1,10%
Cc1ccc(NC(=O)[C@@H](c2ccccc2)N2Cc3ccccc3C2=O)cc1F,6%
C[C@H](CO)N1C[C@H](C)[C@@H](CN(C)Cc2ccc(C(=O)O)cc2)Oc2ncc(-c3ccc(C(=O)N(C)C)cc3)cc2C1=O,2%
Cc1ccc(CCNC(=O)c2sc3nc4n(c(=O)c3c2C)CCCC4)cc1,2%
COc1ccc(NC(=O)Cn2c(=O)c3cccn3c3ccccc32)cc1Cl,7%
CCOC(=O)c1c(NC(=O)c2ccc(Br)cc2)sc2c1CCCC2,-7%
COc1ccc(S(=O)(=O)c2nnn(-c3ccc(C)c(Cl)c3)c2C)cc1,10%
COC(=O)CN1C(=O)CSc2ccc(S(=O)(=O)Nc3cccc(Br)c3)cc21,0%
COc1ccc(CNC(=O)Cc2c(C)c3c(cc(C)c4c(C)c(C)oc43)oc2=O)cc1OC,1%
O=C(COc1ncnc2ccccc12)NCc1ccco1,4%
CC(C)c1ccc(NC(=O)N2CCN(c3ccc(Cl)c(Cl)c3)CC2)cc1,-18%
Cc1cc(Cl)c2ccccc2n1,8%
COc1cc(/C=C(\NC(=O)c2ccccc2)C(=O)N2CC3CC(C2)c2cccc(=O)n2C3)cc(OC)c1OC (stereo not given),11%
CCOc1ccc(CNC(=O)c2sc3nc(C)cc(C)c3c2-n2cccc2)cc1,-2%
CCOC(=O)N1CCN(C(=O)/C=C/c2ccc(OC)cc2)CC1,-2%
CCOC(=O)c1cc2c(N)c(C(=O)c3ccc(Br)cc3)sc2[nH]c1=O,-2%
CCN1CCN(c2ccc(S(=O)(=O)N3CCOCC3)cc2NC(=O)c2ccc(F)cc2Cl)CC1,2%
O=[N+]([O-])c1ccc(O)c(-c2ccnc3cc(-c4ccccc4)nn23)c1,4%
CC(C)CCOc1ccc(C(=O)NCC(c2ccco2)N(C)C)cc1 (stereo not given),4%
